PAX8 reporter – inhibitors of PAX8 transcriptional activity in RMG-I cells; hit rate 1.2% among 360,000; AID 652154; RMG-I TPO-luciferase reporter, SteadyGlo, 24 h; inhibition, % at 12.6 µM;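 active = mean replicate inhibition at least 60% with every replicate also reaching 60%; inconclusive = only one of the two criteria is met; inactive = mean below 60% and not all replicates reaching 60%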;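 also: luciferase light reporting Pax8 driven TPO promoter activity; plate controls were median of neutral control wells for no effect and mitoxantrone controls for full effect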
EWS-Fli inh – inhibitors of EWS/Fli oncoprotein transcriptional activity. A673 NR0B1-luciferase reporter, viability-normalised. hit rate 0.67% among 350,000. inhibition, % at 12.6 µM;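 active = mean inhibition of at least 50% after viability correction, with every replicate also passing that limit; inconclusive = mean reaches 50% but only one of two replicates passes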;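 also: firefly luciferase signal divided by Alamar Blue viability fluorescence both relative to DMSO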
LGR2 antag – blocks bursicon-induced cAMP signaling via Drosophila LGR2; hit rate 0.35% among 380,000; inhibition, % at 9.99 µM; HEK293 LGR2, CRE-luciferase, bursicon-stimulated, 4 h;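 active = drop in luminescence signal, shown as inhibition above about 50% in the replicate tests, limit read from the data, passing the limit was not always enough; inconclusive = probably only some replicates passing the limit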;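 also: agonist challenge used bursicon conditioned medium at about half maximal strength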
Casp6 inh – blocks human caspase-6 cleavage activity | inhibition, % at 12.5 µM | purified caspase-6, Z-VEID-R110 cleavage fluorescence | hit rate 0.53% among 350,000 | P55212;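 active = mean inhibition across replicates at least about 35%, with every replicate also reaching that limit, limit read from the data; inconclusive = only one of the two criteria met; inactive = neither criterion met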;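 also: 0% = median of neutral control wells and 100% = no fluorescence left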
Target sequence (P55212 24-179 limits assumed): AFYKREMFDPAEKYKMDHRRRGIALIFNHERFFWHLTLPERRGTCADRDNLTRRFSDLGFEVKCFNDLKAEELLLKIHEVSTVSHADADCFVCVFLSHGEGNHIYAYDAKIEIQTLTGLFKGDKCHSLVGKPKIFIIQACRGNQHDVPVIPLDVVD
Target sequence (P55212 194-293 limits assumed): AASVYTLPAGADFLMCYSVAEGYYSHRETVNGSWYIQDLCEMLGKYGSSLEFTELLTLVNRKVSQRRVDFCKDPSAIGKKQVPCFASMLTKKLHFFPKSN
SIRT5 inh – blocks human SIRT5 desuccinylation of peptide; Q9NXA8; hit rate 1.1% among 330,000; Purified SirT5, succinyl-peptide AMC, trypsin-coupled fluorescence; inhibition, % at 15 µM; AID 652115; in the data active = inhibition above about 15%; inconclusive = no clear call, values can overlap the other calls
Target sequence (Q9NXA8 whole entry, looked up): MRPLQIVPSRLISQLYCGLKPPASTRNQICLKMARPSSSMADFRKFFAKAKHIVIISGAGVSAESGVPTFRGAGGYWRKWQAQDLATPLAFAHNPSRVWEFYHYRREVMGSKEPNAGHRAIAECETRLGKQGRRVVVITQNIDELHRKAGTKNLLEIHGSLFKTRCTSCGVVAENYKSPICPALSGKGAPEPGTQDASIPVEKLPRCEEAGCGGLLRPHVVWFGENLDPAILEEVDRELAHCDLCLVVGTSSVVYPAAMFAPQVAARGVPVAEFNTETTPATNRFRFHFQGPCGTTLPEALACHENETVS
ARNT-TACC3 inh – disrupts binding between human ARNT and TACC3; inhibition, % at 9.99 µM; AlphaScreen His-ARNT PAS-B/GST-TACC3 binding, luminescence; TACC3 fragment carries E629A point mutation; hit rate 0.66% among 390,000;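 active = mean inhibition of replicates at least 50% and at least half of replicates each reaching 50%; inconclusive = half or more replicates reach 50% but mean below 50%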;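 also: 0% = complete ARNT plus TACC3 wells and 100% = ARNT alone without TACC3; many hits fall short of the cut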
DENV2 CPE rescue – protects cells from dengue virus 2 cytopathic effect; DENV2-infected cells, cytopathic effect rescue, plate reader; CPE inhibition, % at 9.99 µM; hit rate 1.7% among 350,000; AID 651640; in the data active = CPE inhibition above about 20%, passing the limit was not always enough; inconclusive = no clear call, values can overlap the other calls; tested in BHK-21 cells;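 also: 0% = median of neutral control wells and 100% = median of positive control wells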
The depositor's hits bear a star; ? = inconclusive; nt = no result given; & = joins results of further samples.

SMILES	PAX8 reporter	EWS-Fli inh	LGR2 antag	Casp6 inh	SIRT5 inh	ARNT-TACC3 inh	DENV2 CPE rescue
O=C(Cc1ccccc1)Nc1cccc(S(=O)(=O)N2CCCCCC2)c1	0	9	4	-3	-1	-2	0
CC1(C)CC(=O)C(N=Nc2ccc(S(=O)(=O)N3CCCCCC3)cc2)=C(O)C1	13	nt	14	nt	nt	-2	nt
COc1cccc(CNc2nc(NCc3cccs3)nc3ccsc23)c1	18	18	5	6	-1	nt	13
Cn1c(=O)cc(SCC(=O)NCCC2=CCCCC2)c2ccccc21	-19	1	8	1	1	-3	-1
COc1ccc(OC)c(C2=NOC(C(=O)Nc3cc(C)on3)C2)c1 (configuration not stated)	3	-1	-8	1	0	-2	0
CCOC(=O)C1(C)CCCN1C(=O)c1ccc(C)cc1 (configuration not stated)	8	7	-7	-4	1	nt	-2
CCOC(=O)N1CCN(c2nc3ccc(C(=O)c4ccccc4)cc3n3cnnc23)CC1	16	6	8	2	0	-16	1
C[C@H](NC(=O)c1ccco1)C(=O)Nc1cc(S(=O)(=O)N2CCCC2)ccc1OCC(F)(F)F	3	20	-3	0	-3	1	1
O=C1C[C@@H]2c3c(cccc3CN1Cc1ccccc1Br)C[C@@H](O)[C@H]2O	1	-6	-3	-3	-3	2	13
NNC(=O)c1cc(O)c(O)c(O)c1	10	-12	17	77*	2	44	-2
O=C(Nc1cccc(C(=O)O)c1)Nc1ccccc1Cl	44	?	70*	2	11	-26	2
COCCNC(=O)c1cccc(OC2CCN(Cc3ccccc3C)CC2)c1	9	8	2	-3	5	20	2
CC(C)CC#Cc1ccc2c(c1)O[C@@H](CN(C)S(=O)(=O)c1cccc(F)c1)[C@H](C)CN([C@@H](C)CO)S2(=O)=O	nt	19	19	2	17*	9	-4
C[C@H](CO)N1C[C@H](C)[C@@H](CN(C)C(=O)c2ccccn2)Oc2cc(C#CCC3CCCC3)ccc2S1(=O)=O	nt	10	14	-2	12	4	6
Cc1ccc(CNC(=O)CCNS(=O)(=O)c2cccc3nsnc23)cc1	6	-2	2	2	-8	1	-5
COc1cccc(S(=O)(=O)N[C@@H]2CC[C@H](CC(=O)NC3Cc4ccccc4C3)O[C@H]2CO)c1	10	-6	17	1	0	-3	-2
Cn1c(=O)c2c(nc(-c3ccccc3)n2C)n(Cc2ccccc2)c1=O	-6	nt	12	nt	nt	-4	nt
O=C(Cc1ccncc1)NCC[C@H]1CC[C@@H](NC(=O)Nc2ccc(Cl)cc2)[C@H](CO)O1	6	-5	-6	-2	-1	4	-1
CO[C@H]1CN(C)C(=O)c2ccc(NC(=O)CC(F)(F)F)cc2OC[C@@H](C)N(CC2CC2)C[C@H]1C	-4	-9	-9	0	1	nt	1
O=S(=O)(NC[C@H]1[C@H](c2ccccc2)[C@@H](CO)N1CC1CC1)c1ccccc1	-7	1	3	nt	-9	-2	nt
CC(=O)c1ccc(OCC(=O)Nc2ccc3c(c2)OCO3)cc1	-19	-3	-4	-2	nt	nt	-9
Cc1ccc(S[C@]2(C(=O)NC(C)C)CC(=O)N(C(C)C)[C@@H]2c2ccc(CO)cc2I)cc1	-2	-6	nt	1	-2	-7	-1
COc1ccc(N=Nc2c(N)nn(C)c2N)cc1	-167	-128	-102	-4	nt	0	-1
CC(C)C(=O)Nc1ccc2c(c1)C(=O)N(C)[C@H]1CC[C@H](CC(=O)O)O[C@H]1CO2	-7	8	-14	-1	-11	-4	3
O=C(NS(=O)(=O)Oc1cccc(Cl)c1Cl)OC[C@@H]1CCCN2CCCCC12 (some centres not stated)	0	3	-5	-5	-1	nt	-3
CC(CCc1ccccc1)NC(=O)CN1C(=O)NC2(CCCCC2C)C1=O (configuration not stated)	-5	3	-1	-6	-3	9	0
Oc1ccc(C[C@H]2CNCCN2CCC23CC4CC(CC(C4)C2)C3)cc1	-11	8	nt	nt	nt	-9	1
CCS(=O)(=O)N1CCC(C(=O)Nc2cc([N+](=O)[O-])ccc2C)CC1	-8	0	0	3	-2	-5	15
CC1(C(=O)Nc2ccc3c(c2)OCCO3)CCN1C(=O)C1(c2ccccc2)CC1 (configuration not stated)	3	10	-3	2	-6	nt	12
CCN(CC)CCNC(=O)c1cc2c(=O)n(C)c3ccccc3c2n1C	-47	-12	3	-9	nt	-1	-4
N/C(=N\OC(=O)c1ccc2c(c1)OCO2)c1ccc([N+](=O)[O-])cc1	-29	-40	-43	nt	-1	-4	-5
O=C(NCc1ccccn1)c1[nH]c(C(F)(F)F)nc1-c1ccccc1	-5	6	-10	-3	0	nt	2
COC(=O)c1ccc2nc(-c3cccc(Br)c3)c(Cc3cccc(Cl)c3)n2c1	20	-19	-22	-4	-5	nt	-2
CS(=O)(=O)N(CC(=O)NCC1CCCO1)c1ccc(Cl)c(Cl)c1 (configuration not stated)	nt	1	-15	2	0	-5	0
COc1cc(C2SCC(=O)N2CCN2CCCCC2)ccc1O (configuration not stated)	13	6	26	-1	-4	-5	1
CCS(=O)(=O)Nc1ccc2c(c1)C(=O)N(C)[C@@H]1CC[C@@H](CC(=O)N[C@H]3CCN(Cc4ccccc4)C3)O[C@@H]1CO2	-6	-2	13	nt	nt	nt	nt
CC(C)Cc1cc(C(=O)NCc2cccnc2)no1	-42	-9	3	0	-2	-6	?
CC1=C(c2ccccc2)C(=S)NC(C)(C)C1	-4	10	0	0	-5	3	-1
Cc1cc(S(=O)(=O)N2CCOCC2)ccc1OCC(=O)N1CCC(C(N)=O)CC1	5	-13	-3	1	-1	-4	-7
COc1ccc(-n2cc(-c3ccccc3)c3c(NCCOCCO)ncnc32)cc1	18	8	1	4	-1	3	-5

One compound at a time (already shown):
COc1ccc(-n2cc(-c3ccccc3)c3c(NCCOCCO)ncnc32)cc1 is listed with PAX8 reporter: 18; EWS-Fli inh: 8; LGR2 antag: 1; Casp6 inh: 4; SIRT5 inh: -1; ARNT-TACC3 inh: 3; DENV2 CPE rescue: -5
CC1=C(c2ccccc2)C(=S)NC(C)(C)C1 is listed with PAX8 reporter: -4; EWS-Fli inh: 10; LGR2 antag: 0; Casp6 inh: 0; SIRT5 inh: -5; ARNT-TACC3 inh: 3; DENV2 CPE rescue: -1

Later entries
SMILES	PAX8 reporter	EWS-Fli inh	LGR2 antag	Casp6 inh	SIRT5 inh	ARNT-TACC3 inh	DENV2 CPE rescue
COc1ccc(NC(=O)C(F)(OC)C(F)(F)F)c(OC)c1 (configuration not stated)	nt	6	-16	55*	-1	-22	7
O=C(NCC1CCCO1)c1ccccc1NS(=O)(=O)c1ccc(Br)s1 (configuration not stated)	4	2	-16	1	0	-3	3
COc1ccccc1Nc1ncnc2c1c(C)c(C)n2CCO	-48	-64	-23	-1	1	9	-5
CCN(C[C@H]1N[C@@H](CO)[C@@H]1c1ccc(-c2ccc(F)cc2)cc1)C(=O)COC	57	20	-26	nt	6	-10	-9
CC(=O)c1cc(C)c(OC(=O)c2ccccc2)c(C)c1	-18	-2	-3	1	-2	10	1
O=C(N/N=C(\c1ccccc1)c1cccnc1)c1cccc(F)c1	73*	nt	25	4	-1	57*	0
C/C=C/c1cccc(-c2nc(C(=O)Nc3nccs3)cc3c2[C@@H](CCO)N(C(=O)NC(C)C)C3)c1	22	7	-22	7	2	-3	7
CCC(=O)N1C[C@@H](C)[C@@H](OC)CN(C)C(=O)c2ccc(NC(=O)c3cnccn3)cc2OC[C@H]1C	10	5	2	0	-1	-4	-11
CCOc1ccc2nc(C)cc(Nc3cccc([N+](=O)[O-])c3)c2c1	-3	72*	nt	4	-5	-5	-3
CCN1C[C@@H]2[C@@H]3C(=O)N(C)C(=O)[C@@H]3[C@](Cc3ccccc3)(C1=O)N2C(=O)c1ccc(C)cc1	0	-8	-1	-4	-2	nt	-4
O=S(=O)(c1cccs1)N1CN(C2CCCC2)c2nc3ccccc3nc21	17	19	-7	6	-1	nt	-2
CCCNC(=O)N1CC2(CCN(S(=O)(=O)CC)CC2)c2c(n(C)c3cc(OC)ccc23)[C@H]1CO	nt	4	-11	nt	nt	nt	-6
COc1ccc(CCNC(=O)C(=O)NCC2CCCN2S(=O)(=O)c2ccccc2)cc1 (configuration not stated)	22	5	22	-5	-4	-3	6
COc1ccc(NC(=O)N(C)C[C@H]2Oc3ccc(NC(=O)C4CC4)cc3CC(=O)N([C@@H](C)CO)C[C@@H]2C)cc1	3&13	-6&3	-16&1	2&-1	-5&1	-6&1	-1&-1
COc1ccccc1CN1[C@H](CO)[C@@H]2c3ccccc3N(C(=O)C3CCCCC3)C[C@@H]21	1	7	10	-1	11	-3	-6
C[C@H](CO)N1C[C@H](C)[C@@H](CN(C)C(=O)NC2CCCCC2)Oc2ccc(NC(=O)C3CCCCC3)cc2C1=O	-26&-9	-4	-5&-1	-3&5	0&1	-9&23	-1&7
O=S(=O)(c1cccs1)N1CN(CC2CCCO2)c2nc3ccccc3nc21 (configuration not stated)	nt	8	-9	1	-4	6	-3
Cc1ccc(SCc2c(C(=O)N/N=C/c3ccc4c(c3)OCO4)nnn2-c2nonc2N)cc1	-1	nt	3	-1	-8	13	-8
COc1cccc(-c2ccc3n(c2=O)C[C@@H]2[C@@H](CO)[C@H](C(=O)NCC4CC4)N(C)[C@H]32)c1	-6	4	5	1	-3	0	-1
CCCNC(=O)N1[C@H](CO)[C@H](c2ccc(-c3ccc(C#N)cc3)cc2)[C@@H]1CNC	nt	-2	13	2	4	nt	-7
COc1ccccc1NC(=S)NCCc1ccc(OC)c(OC)c1	12	-3	2	nt	-1	1	-9
CC(=O)N(C)C[C@@H]1Oc2cc(-c3ccccc3F)ccc2S(=O)(=O)N([C@@H](C)CO)C[C@@H]1C	nt	-5	11	1	-4	-12	-5
Cc1noc(C)c1NC(=O)Nc1ccc2c(c1)C(=O)N([C@H](C)CO)C[C@H](C)[C@@H](CN(C)C(=O)CCCN(C)C)OCCCC[C@@H](C)O2	-21	-9	15	-9	0	1	5
Cc1ccc(NC(=O)COc2ccccc2C(=O)NCc2ccccc2)cc1	9	9	nt	-1	-4	nt	-7
Cc1ccc(S(=O)(=O)N2CCN(C(=O)c3n[nH]c(=O)c4ccccc34)CC2)cc1	-7	-3	15	-2	1	-1	-8
CCCC1CCC(=NNC(=S)NCCc2ccccc2)CC1 (configuration not stated)	-9	5	-8	2	-22	6	nt
COc1ccc(NC(=O)N(C)C[C@H]2OCCCC[C@H](C)Oc3ccc(NS(=O)(=O)c4c(C)noc4C)cc3C(=O)N([C@H](C)CO)C[C@@H]2C)cc1	13	8	16	nt	nt	-6	1
CN(C)CCCNc1nc2cc(-c3ccn[nH]3)sc2c(=O)n1C	-11	-3	-15	-17	nt	nt	11
COc1ccc(C(C)=O)cc1CN1C(=O)C(C)ON=C1c1ncccc1C (configuration not stated)	-8	-5	-13	0	nt	nt	-9
CC(=O)Nc1ccc(-c2ccnc3c2CC(C(=O)Nc2ccc4c(c2)OCO4)O3)cc1 (configuration not stated)	nt	36	0	1	-1	nt	3
CC(=O)/C(=C\N(C)C)Sc1ccc(Cl)cc1	5	-10	0	-2	-1	nt	-1
CN1CCN(C(=O)C[C@@H]2CC[C@@H]3[C@H](COC[C@@H](O)CN3C(=O)c3ccccc3F)O2)CC1	-7	-4	12	0	10	0	-6
C[C@H]1CN([C@@H](C)CO)S(=O)(=O)c2ccc(C3=CCCC3)cc2O[C@@H]1CN(C)C(=O)Cc1ccncc1	18	6	6	0	4	-6	31*
CN(C)CCNC(=O)NC(=O)c1ccc(Cl)cc1	-15	nt	4	nt	nt	-10	nt
CCOC(=O)Cc1csc(N/C(=N/S(=O)(=O)c2ccc(Cl)cc2)c2ccccc2)n1	8	12	-3	-2	-8	-2	0
COc1ccccc1N(CC(=O)NCCSCc1cccc(Cl)c1)S(C)(=O)=O	8	6	-4	-3	0	-11	0
Cc1noc(C)c1S(=O)(=O)Nc1ccc2c(c1)C(=O)N([C@H](C)CO)C[C@H](C)[C@H](CN(C)Cc1ccc(C(F)(F)F)cc1)OCCCC[C@@H](C)O2	-1	nt	-4	3	5	-4	-1
CCCn1c(SCC(=O)NCc2ccc(OC)cc2)n[nH]c1=O	-7	16	9	-1	-2	-1	-5
CC(=O)NCCNC(=O)c1ccc(CSc2ccc(Cl)cc2)cc1	-138	-103	-91	1	-2	-9	-2
O=C(NC1CCN(Cc2ccc3ccccc3c2)CC1)c1ccccc1	19	18	-2	-2	1	-5	-7
